Screening data from PubChem.
TRPM1 prom inh: inhibitors of MITF-driven TRPM1 promoter in melanoma cells | inhibition, % at 12.5 µM | SK-MEL-5 TRPM1 promoter luciferase, 24 h | AID 488899 | hit rate 0.83% among 330,000;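 active means mean inhibition across replicates of 60% or more, whatever share of single replicates reaches that level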; further: values of inactives mirror those of a sister screen read the other way
Peg3 promoter: reduces Peg3 promoter-driven luciferase expression in HeLa. HeLa PEG-Prom luciferase reporter, luminescence, overnight. AID 588405. hit rate 1.7% among 360,000. inhibition, % at 20 µM;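 active means inhibition of at least 50% at 20 µM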
C8 TRAIL sens: sensitizes caspase-8 expressing cells to TRAIL; NB7+C8 cells + TRAIL, ATPlite viability luminescence; AID 624354; hit rate 1% among 360,000; inhibition (viability loss, TRAIL sensitization), % at 10 µM;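 active means compounds causing at least 50% loss of cell viability in the single-dose screen, relative to plate controls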
HIF-2a block: blocks HIF-2a reporter activity; 786-0 RCC cells HIF-2a reporter, luciferase luminescence, overnight; inhibition, % at 18.8 µM; hit rate 0.72% among 360,000; AID 624352;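 active means inhibition of the luminescence signal of 40% or more relative to plate controls, in a single-dose primary screen at 18.75 µM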
NR2E3 ag-1: agonists of human NR2E3 nuclear receptor | CHO-S Gal4-NCOR/VP16-NR2E3 two-hybrid, luciferase | inhibition of corepressor binding, % at 3.98 µM | hit rate 0.35% among 360,000 | AID 602229;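 active means inhibition above the mean of all tested compounds plus 3 SD, cut at about 70% in these data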;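 further: 0% = DMSO with NR2E3 transfected cells and 100% = cells lacking NR2E3 construct; higher means lower luciferase signal from less NR2E3 corepressor binding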
Target sequence (Q9Y5X4 whole entry, looked up, the tested form may be a part): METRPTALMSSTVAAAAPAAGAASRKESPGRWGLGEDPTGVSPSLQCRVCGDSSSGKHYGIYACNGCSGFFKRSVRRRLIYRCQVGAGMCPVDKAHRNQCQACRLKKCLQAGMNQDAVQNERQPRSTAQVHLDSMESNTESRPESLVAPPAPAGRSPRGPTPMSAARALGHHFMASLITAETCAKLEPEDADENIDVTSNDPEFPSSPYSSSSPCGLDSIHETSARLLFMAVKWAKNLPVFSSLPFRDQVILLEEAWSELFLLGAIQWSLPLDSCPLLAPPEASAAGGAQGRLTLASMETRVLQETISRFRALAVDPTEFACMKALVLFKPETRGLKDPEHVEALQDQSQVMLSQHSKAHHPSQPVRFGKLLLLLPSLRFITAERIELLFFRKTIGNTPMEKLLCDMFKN
KKLEB tox: CF airway cell cytotoxicity counter-screen; KKLEB CF airway cells viability, ATPlite luminescence, overnight; stronger effect = lower value; cells stimulated with P. aeruginosa culture filtrate; activity change (cytotoxicity), % at 5 µM; hit rate 0.36% among 360,000; AID 602141;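 active means corrected activity change at or below -50% at 5 µM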
EBV LMP1 NFkB: inhibitors of Epstein-Barr LMP1-induced NF-kappaB reporter; inhibition, % at 12.5 µM; LMP1-induced NF-kappaB luciferase reporter cells, luminescence; hit rate 0.69% among 350,000; in the data active means inhibition above about 41%;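 further: 0% = neutral control wells and 100% = reference inhibitor control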
Shn3 inh set2: inhibitors of Schnurri-3 3'UTR reporter in osteoblasts. Clone20 osteoblast Shn3 3'UTR firefly luciferase, 24 h. inhibition, % at 12.5 µM. hit rate 0.52% among 360,000. AID 588674;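 active means mean inhibition of at least 75% with every replicate also reaching 75%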;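 further: 0% = median of neutral control wells and 100% = pilot-screen positive control compound; some compounds past the cut are filed as inactive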
CF NFkB block: cystic fibrosis NF-kB activation inhibition; inhibition, % at 5 µM; KKLEB NF-kB-GFP reporter, PAF-induced, GFP fluorescence overnight; hit rate 0.86% among 360,000;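 active means at least 50% inhibition at 5 µM, scaled per plate between neutral and stimulator controls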;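 further: PAF is a Pseudomonas aeruginosa culture filtrate used as stimulus; plate controls were PAF-stimulated DMSO wells for no effect and unstimulated DMSO wells for full effect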
hiPSC survival: increases survival of single human iPS cells; survival enhancement, % at 20 µM; hiPSC single-cell survival, ATPlite luminescence; 100% = ROCK inhibitor wells, 0% = DMSO; hit rate 0.044% among 360,000; in the data active means survival enhancement above about 18%;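 further: cells exposed to compounds for 16 hours before the ATP read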
NR2E3 ag-2: agonists of human nuclear receptor NR2E3 | AID 2300 | Q9Y5X4 | GST-NR2E3/biotin-RetCOR TR-FRET, 1536-well | inhibition of corepressor binding, % at 4.78 µM | hit rate 0.12% among 320,000;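 active means percent inhibition above the cutoff of mean plus 3 SD of all tested compounds, set per screening campaign, cut at about 20% in these data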;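 further: 0% = DMSO wells and 100% = biotin wells as full block of FRET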
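System: GST-tagged NR2E3 plus biotinylated RetCOR corepressor; Buffer or medium: pH 7.5 Tris-based buffer; Probe or stimulus: RetCOR corepressor, biotinylated, 7 nM; Doses: compound at 4.8 µM, single dose; Schedule: 5 h incubation at 4 °C; Technique: time-resolved FRET; Evaluation: percent inhibition of TR-FRET ratio; Replication: one well per compound, singlicate testing.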
* hit, by the source's call; nt = no result given.

SMILES	TRPM1 prom inh	Peg3 promoter	C8 TRAIL sens	HIF-2a block	NR2E3 ag-1	KKLEB tox	EBV LMP1 NFkB	Shn3 inh set2	CF NFkB block	hiPSC survival	NR2E3 ag-2
CCCCN1CC(COc2ccccc2)OC1=O (configuration not stated)	-14	-14	-2	-21	-23	-6	-4	2	-1	0.0	-1
COc1ccc(S(=O)(=O)N2CCN(C(=O)CN3C(=O)NC(C)(C)C3=O)CC2)cc1	-5	0	-14	5	6	11	3	-9	21	-0.5	4
COc1ccccc1/C=N/NC(=O)c1ccc(=O)n(C)c1	-20	20	-2	5	16	8	8	5	-6	-2.1	-4
Cn1ccnc1SCC(=O)Nc1ccc(SC(F)F)cc1	-110	-198	19	-243	-51	21	-20	-41	-19	0.1	nt
COc1ccc(-c2n[nH]c(C)c2-c2cnn(-c3ccccc3)c2)c(O)c1	3	20	-5	-27	-11	18	2	-9	-7	3.2	1
CCCNC(=O)C1(C)CCN(C(=O)c2cccc(C#N)c2)C1 (configuration not stated)	nt	-1	-13	-5	-11	-1	nt	-5	-21	-2.6	nt
CCOC(=O)C1CCN(Cc2nc3ccc([N+](=O)[O-])cc3c(=O)n2-c2ccc(OC)cc2OC)CC1	0	9	5	-27	-23	7	6	14	13	0.3	0
Cc1cccc(N2CCN(C(c3ccccc3)c3nnnn3C(C)(C)C)CC2)c1C (configuration not stated)	-16	34	12	19	-17	-16	16	25	8	-1.9	-1
O=C(NCC(c1ccco1)N1CCCCC1)c1ccc([N+](=O)[O-])s1 (configuration not stated)	nt	34	33	-6	-23	-14	nt	6	25	1.3	nt
COc1cccc(C(=O)N2C(C(=O)O)CSC2c2ccccc2Cl)c1 (configuration not stated)	-8	8	-3	6	3	-2	0	7	29	1.5	2
CSc1nc(Cl)c(Cc2ccc(OCC(C)C)cc2)c(N2CCOCC2)n1	16	29	21	20	-18	-14	7	64	11	-2.4	-3
COC(=O)CN(C(=S)Nc1ccc(F)cc1)C1CC(=O)N(c2ccccc2)C1=O (configuration not stated)	6	16	3	24	-10	-17	6	12	18	-1.0	0
COc1ccc(NC(=S)Nc2cc(C)cc(C)n2)cc1OC	-15	-135	-7	-166	-7	-6	-5	-53	13	-0.9	2
Cc1c(C#N)c(O)[nH]c(=O)c1N=Nc1ccc(Br)cc1C(=O)O	6	4	6	23	7	5	-3	-15	0	-0.6	-2
COc1ccc2sc(-c3ccc(N(C)C)cc3)c(C#CCO)c2c1	-47	-139	13	-121	-56	3	-23	-42	10	0.4	7
Cc1ccc(S(=O)(=O)N(C)c2ccc(C(=O)NCC(c3cccs3)N3CCOCC3)cc2)cc1 (configuration not stated)	-1	13	5	8	-10	-5	5	15	6	0.1	2
O=C1NCCc2c1[nH]c1ccc([N+](=O)[O-])cc21	3	38	-11	19	-8	-3	16	8	33	0.4	5
NC(=O)CC1Nc2cccc3cccc(c23)NC1=O (configuration not stated)	13	19	-1	11	4	12	6	-5	-4	2.8	-10
CSc1nc(N)nc(SCC(=O)Nc2ccc(Cl)cc2)c1C#N	-14	-96	25	-145	-8	-17	-5	16	0	-0.9	-4
CCOC(=O)c1ccc([N+](=O)[O-])cc1NC(C)=O	5	8	-11	7	8	7	1	-19	3	-0.6	-1
CCc1ccccc1N(CC(=O)N1CCCCC1)S(=O)(=O)c1ccccc1	-8	7	-12	9	-6	14	-14	-19	-4	-0.5	2
COc1cc2c(cc1OC)C(c1ccsc1)CC(=O)N2 (configuration not stated)	14	-1	-4	11	-11	-1	-7	-17	0	-3.2	0
Cc1cccc(N(CC(=O)N2CCOCC2)S(C)(=O)=O)c1C	4	2	-15	-3	5	-32	4	-4	-5	5.3	-1
Cc1cc(/N=C/C=C2\N(C)c3ccccc3C2(C)C)n(CCC#N)n1	16	18	20	-11	-14	10	0	42	-7	-0.1	3
O=C(COc1ccc(S(=O)(=O)N2CCCC2)cc1Cl)N1CCN(c2ccccc2)CC1	5	7	-21	-5	-7	-5	-14	25	3	3.6	8
CC1CCCN(CCCNC(=O)CN2C(=O)CSc3ccc(S(=O)(=O)N4CCOCC4)cc32)C1 (configuration not stated)	-1	1	-8	-4	1	14	-1	-16	3	-0.2	-1
CC(=O)c1ccc(N2CCN(S(=O)(=O)c3ccc4c(c3)CC(=O)N4)CC2)cc1	3	5	-6	-10	-12	14	-2	0	-30	0.4	1
C=CCNC(=O)c1onc(CSc2cccc(OCC)c2)c1C(=O)O	5	7	6	9	-16	-17	9	24	6	2.5	3
COc1ccccc1NC(=O)CCC(=O)Nc1ccccc1OC	9	5	2	-3	10	-10	4	-14	16	-1.0	2
CCc1nc2sc3c(c2c(=O)o1)CCCC3	5	-14	-6	6	-10	4	-2	-8	-6	0.2	3
COc1ccc(/C=C/C(=O)NCC(=O)N/N=C/c2cc(Br)ccc2OC)cc1	7	13	-12	2	1	-10	0	-1	-5	-0.5	2
CCc1cccc(C)c1NC(=O)C1CCCN(S(C)(=O)=O)C1 (configuration not stated)	-1	3	-11	16	-11	-12	-19	12	-10	-0.6	2
CCOC(=O)CCCCCC(=O)Nc1ccc2c(c1)CC(=O)N([C@@H](C)CO)C[C@H](C)[C@@H](CN(C)Cc1ccccc1)O2	-27	1	11	7	-8	-3	-3	-19	29	-0.3	nt
O=C(NC1CC2CCCC(C1)N2C(=S)Nc1ccccc1Cl)C1CC1 (configuration not stated)	-12	14	-10	8	-5	-9	5	8	4	1.2	-1
CC1(C(=O)NS(=O)(=O)c2cccc(Cl)c2)CCN1C(=O)Cc1ccc(-c2ccccc2)cc1 (configuration not stated)	nt	-10	-22	5	16	-15	nt	1	13	-2.0	nt
O=C(COc1ccccc1)Nc1nnc(S(=O)(=O)Nc2ccccc2)s1	0	4	-14	-5	-11	8	-9	54	-1	0.9	-1
COc1cccc(NC(=S)NNC(=O)CCn2cc([N+](=O)[O-])cn2)c1	15	8	5	-5	-10	6	-7	-5	12	-0.3	-4
Cc1c(C(=O)OCC(=O)Nc2ccc(S(N)(=O)=O)cc2)oc2c1ccc1ccccc12	-10	6	0	-2	-8	-22	-5	-1	2	0.1	4
S=C(Nc1ccccc1)Nc1ccccc1Br	-3	-40	-18	-43	12	-2	-2	9	3	1.9	2
Cc1cccc(C)c1NC(=O)NC1(C(=O)NCC2CCCO2)CCCCC1 (configuration not stated)	-10	-12	-18	7	-18	-5	3	-19	12	-0.3	1

Some of the entries so far, with two lines to a compound.
Every second line gives: TRPM1 prom inh | Peg3 promoter | C8 TRAIL sens | HIF-2a block | NR2E3 ag-1 | KKLEB tox | EBV LMP1 NFkB | Shn3 inh set2 | CF NFkB block | hiPSC survival | NR2E3 ag-2
CCOC(=O)CCCCCC(=O)Nc1ccc2c(c1)CC(=O)N([C@@H](C)CO)C[C@H](C)[C@@H](CN(C)Cc1ccccc1)O2
    -27 | 1 | 11 | 7 | -8 | -3 | -3 | -19 | 29 | -0.3 | nt
S=C(Nc1ccccc1)Nc1ccccc1Br
    -3 | -40 | -18 | -43 | 12 | -2 | -2 | 9 | 3 | 1.9 | 2
COc1ccc(/C=C/C(=O)NCC(=O)N/N=C/c2cc(Br)ccc2OC)cc1
    7 | 13 | -12 | 2 | 1 | -10 | 0 | -1 | -5 | -0.5 | 2
O=C(COc1ccccc1)Nc1nnc(S(=O)(=O)Nc2ccccc2)s1
    0 | 4 | -14 | -5 | -11 | 8 | -9 | 54 | -1 | 0.9 | -1
COc1cccc(NC(=S)NNC(=O)CCn2cc([N+](=O)[O-])cn2)c1
    15 | 8 | 5 | -5 | -10 | 6 | -7 | -5 | 12 | -0.3 | -4
CC1(C(=O)NS(=O)(=O)c2cccc(Cl)c2)CCN1C(=O)Cc1ccc(-c2ccccc2)cc1 (configuration not stated)
    nt | -10 | -22 | 5 | 16 | -15 | nt | 1 | 13 | -2.0 | nt

Next part:
SMILES	TRPM1 prom inh	Peg3 promoter	C8 TRAIL sens	HIF-2a block	NR2E3 ag-1	KKLEB tox	EBV LMP1 NFkB	Shn3 inh set2	CF NFkB block	hiPSC survival	NR2E3 ag-2
CCc1ccc(N2C(=O)CN(Cc3ccccc3)C2=S)cc1	-4	-32	23	-16	-24	-3	-9	-1	17	-0.4	-1
O=C(CSc1ccc(-c2ccccn2)nn1)Nc1cccc(F)c1	-6	-47	17	-122	-12	7	4	31	4	-0.7	1
N#Cc1ccc(C(=O)CN2CCN(c3ccccc3)CC2)cc1	3	1	-3	-7	-10	3	-9	-18	1	-0.6	-4
C=CCN1CCN(C(=O)c2ccc3c(c2)OCO3)CC1	3	14	-2	4	-14	5	-2	-1	6	-0.1	-1
CC(C)Sc1snnc1-c1ccccc1	2	-1	5	10	-8	-2	-11	12	3	-1.2	3
CC(=O)Nc1nc(C2CC2)cc(-c2ccccc2)c1C#N	-1	24	-7	8	13	-12	10	20	12	0.5	-3
Cc1nnc(SCC(=O)NNC(=O)COc2ccc(Cl)cc2)s1	3	4	-17	19	-25	1	-4	-1	-16	1.6	3
COc1ccc(CCNC(=O)CSc2cc(=O)[nH]c(N)n2)cc1OC	12	10	-14	17	-14	5	2	13	-1	0.3	-2
CC(C)c1nc2oc3c(NCc4ccccn4)ncnc3c2c2c1COC(C)(C)C2	-12	36	-11	17	-26	-38	-3	22	47	0.0	0
CC(C)(C)c1csc(N/N=C/c2ccc(O)cc2)n1	-90	-256	-9	-267	-38	9	-31	-40	2	-0.9	-1
COc1ccc(CN2CC(=O)N(c3ccc(C)cc3C)C2=S)cc1OC	23	9	2	23	3	1	2	31	2	-0.7	3
CC(NS(=O)(=O)c1ccc(Cl)cc1)C(=O)OCC(=O)Nc1ccc(N(C)C)cc1 (configuration not stated)	-1	-15	-11	-10	-17	14	-1	-13	-19	-0.5	nt
CC1(C)CC2(C)CC(=O)C1C(C(=O)O)C2C(=O)O (configuration not stated)	nt	-14	-9	13	-13	4	4	-11	7	-1.1	nt

Single records, from the list above. Screens in order: TRPM1 prom inh, Peg3 promoter, C8 TRAIL sens, HIF-2a block, NR2E3 ag-1, KKLEB tox, EBV LMP1 NFkB, Shn3 inh set2, CF NFkB block, hiPSC survival, NR2E3 ag-2
`O=C(CSc1ccc(-c2ccccn2)nn1)Nc1cccc(F)c1` reads -6, -47, 17, -122, -12, 7, 4, 31, 4, -0.7, 1
`Cc1c(C(=O)OCC(=O)Nc2ccc(S(N)(=O)=O)cc2)oc2c1ccc1ccccc12` reads -10, 6, 0, -2, -8, -22, -5, -1, 2, 0.1, 4
`CCCNC(=O)C1(C)CCN(C(=O)c2cccc(C#N)c2)C1` (configuration not stated) reads nt, -1, -13, -5, -11, -1, nt, -5, -21, -2.6, nt
`CC(C)Sc1snnc1-c1ccccc1` reads 2, -1, 5, 10, -8, -2, -11, 12, 3, -1.2, 3
`COc1ccc(CN2CC(=O)N(c3ccc(C)cc3C)C2=S)cc1OC` reads 23, 9, 2, 23, 3, 1, 2, 31, 2, -0.7, 3

The list is partial; rates above refer to the full screens.
